Scp1 inh: inhibitors of human Scp-1 phosphatase. Q9GZU7. Recombinant Scp1, phosphopeptide, malachite green phosphate absorbance. inhibition, % at 20 µM. 0.88% of 340,000 active;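 active means inhibition above about 50% at 20 µM, limit read from the data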;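 further: plate controls were DMSO wells with enzyme for no effect and wells lacking enzyme for full effect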
Target sequence (Q9GZU7 76-261 limits assumed): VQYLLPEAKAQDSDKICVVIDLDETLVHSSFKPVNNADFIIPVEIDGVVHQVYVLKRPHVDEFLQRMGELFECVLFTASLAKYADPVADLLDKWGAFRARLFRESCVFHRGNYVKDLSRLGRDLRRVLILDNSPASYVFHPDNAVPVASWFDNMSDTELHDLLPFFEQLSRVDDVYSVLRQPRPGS
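Material – SCP-1 phosphatase catalytic domain, residues 76-261 · Buffer or medium – Acidic Tris acetate buffer with magnesium and detergent · Also added – Phospho 17-mer peptide substrate · Compound – single 20 µM dose, 1% DMSO · Times – 45 min room-temperature reaction, 5 min colour, 30 min stabiliser · Technique – Phosphate-binding colour reagent, absorbance read at 630 nm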
DNMT1 inh: DNMT1 (human) enzyme inhibition. inhibition (reported as % activation of signal), % at 10 µM. 0.83% of 360,000 active. DNMT1 molecular beacon, Hinp1I cleavage, fluorescence. P26358; in the data active means inhibition above about 50%
TbMetRS inhib: blocks T. brucei methionyl-tRNA synthetase activity; purified T. brucei MetRS, ATP depletion, Kinase-Glo luminescence; inhibition, % at 11.9 µM; 0.4% of 360,000 active; AID 624268;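 active means inhibition above a per-plate cutoff of the control wells' mean inhibition plus 3 SD, cut at about 5.5% in these data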;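 further: 0% = DMSO wells median and 100% = median of wells with control inhibitor compound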
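Test system: purified T. brucei MetRS enzyme. Also added: ATP, methionine and E. coli bulk tRNA substrates. Compound: 11.9 µM single point. Schedule: 15 min enzyme-compound preincubation, 2 h reaction, 10 min detection, 25 °C. Signal: luciferase luminescence of residual ATP, Kinase-Glo. Evaluation: percent inhibition versus plate control medians. Controls: DMSO wells, low control.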
Rpn11 inh: Rpn11 (human) deubiquitinase inhibition; calls only at 20 µM; 0.59% of 360,000 active; human 26S proteasome, Ub4-pepOG fluorescence polarization; 20S core pre-blocked with epoxomicin;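 active means inhibition at 20 µM, scaled to each plate's controls, above about 33%, limit read from the data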
Target sequence (O00487 whole entry, looked up): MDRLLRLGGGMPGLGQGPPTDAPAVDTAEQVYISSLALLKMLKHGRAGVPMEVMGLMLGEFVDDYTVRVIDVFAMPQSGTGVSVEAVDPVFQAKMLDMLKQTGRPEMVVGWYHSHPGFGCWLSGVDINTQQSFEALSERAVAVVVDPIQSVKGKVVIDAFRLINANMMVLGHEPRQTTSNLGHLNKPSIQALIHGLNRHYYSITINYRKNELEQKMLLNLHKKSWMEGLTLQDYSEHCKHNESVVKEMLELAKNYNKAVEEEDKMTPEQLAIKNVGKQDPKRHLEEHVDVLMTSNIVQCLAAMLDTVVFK
LMPTP block: LMPTP (human) inhibition | recombinant LMPTP-A, OMFP fluorogenic substrate, fluorescence intensity | inhibition, % at 20 µM | 0.22% of 360,000 active | AID 651560;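 active means compounds that cut the enzyme signal by at least half of the control window in the single-dose screen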;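 further: plate controls were DMSO wells with enzyme plus substrate for no effect and substrate without enzyme for full effect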
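Assay system: LMPTP-A phosphatase enzyme | Input: 0.625 nM enzyme | Also added: Fluorogenic phosphatase substrate OMFP at 400 µM final | Compound dosing: One test concentration per compound, 20 µM, with 3% DMSO overall | Schedule: 50 min enzyme reaction at room temperature, protected from light | Signal: Fluorescence intensity | Benchmarks: no-enzyme and uninhibited controls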
SUMO1-SIM PPI: alters human SUMO1 binding to SIM partners | inhibition, % at 20 µM | SUMO1 binding to a labelled peptide, TR-FRET, 1 h | AID 602429 | P63165 | 0.33% of 360,000 active; in the data active means inhibition above about 37%
Target sequence (P63165 whole entry, looked up): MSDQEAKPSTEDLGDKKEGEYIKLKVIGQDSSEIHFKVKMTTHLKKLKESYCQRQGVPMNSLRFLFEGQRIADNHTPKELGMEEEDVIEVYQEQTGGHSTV
MsrA inh: bovine MsrA inhibition; purified bovine MsrA, absorbance read-out; 0.75% of 360,000 active; inhibition, % at 15.5 µM; AID 651718; in the data active means inhibition above about 4.5%;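 further: 0% = vehicle wells with enzyme and 100% = reference inhibitor wells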
STEP block: STEP (human) phosphatase inhibition. P54829. recombinant STEP, OMFP fluorogenic substrate, fluorescence. inhibition, % at 20 µM. 0.25% of 360,000 active;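 active means inhibition at 20 µM, scaled per plate between control wells, above about 37%, limit read from the data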;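 further: 0% = DMSO with enzyme and substrate and 100% = substrate only without enzyme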
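Assay system: isolated STEP enzyme / Timing: 20 min at room temperature, dark / Doses: 20 µM, 1% DMSO / Technique: fluorescence intensity, excitation 480 nm, emission 540 nm / Reagent: fluorogenic phosphatase substrate OMFP at 25 µM final / Measure: percent inhibition scaled to no-enzyme and uninhibited-enzyme controls, plate-pattern corrected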
CSN inh: CSN deneddylation inhibition; Purified CSN, SCF-Nedd8-OG deneddylation, fluorescence polarization; inhibition, % at 12.5 µM; 0.38% of 360,000 active;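 active means pattern-corrected inhibition above about 35%, with an unprinted fluorescence ratio check between 0.5 and 1.5, limit read from the data, passing the limit was not always enough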;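 further: 0% = enzyme with substrate and 100% = substrate without enzyme; some results filed as inactive read as strong as hits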
Target sequence (Q92905 whole entry, looked up, one chain of several): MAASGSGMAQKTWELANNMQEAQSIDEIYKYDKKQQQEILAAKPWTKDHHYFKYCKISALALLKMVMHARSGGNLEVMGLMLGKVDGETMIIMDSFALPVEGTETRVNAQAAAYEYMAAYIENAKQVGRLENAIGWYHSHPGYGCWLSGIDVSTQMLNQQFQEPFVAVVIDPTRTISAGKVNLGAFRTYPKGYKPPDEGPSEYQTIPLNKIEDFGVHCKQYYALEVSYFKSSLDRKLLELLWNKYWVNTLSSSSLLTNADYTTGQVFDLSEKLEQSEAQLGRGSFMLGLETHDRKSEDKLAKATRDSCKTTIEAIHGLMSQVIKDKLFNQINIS
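Assay system: HEK293T-derived human Csn5 enzyme; quantity: 0.24 nM enzyme; medium: Tris/NaCl/DTT buffer, pH 7.5; also added: substrate SCFSkp2-Nedd8OG, 10 nM; doses: 12.5 µM compound; schedule: 90 min reaction at room temperature; signal: FP; read-out: % inhibition of substrate cleavage by Csn5; benchmarks: substrate-only high control, full reaction low control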
NadD block: blocks S. aureus nicotinate mononucleotide adenylyltransferase. 0.78% of 360,000 active. purified NadD enzyme, colorimetric absorbance read-out. AID 602399. inhibition, % at 20 µM; in the data active means inhibition above about 26%; further: some compounds past the cut are filed as inactive
Numbers without * were called inactive; i = inactive; . = not tested or not shown.

SMILES	Scp1 inh	DNMT1 inh	TbMetRS inhib	Rpn11 inh	LMPTP block	SUMO1-SIM PPI	MsrA inh	STEP block	CSN inh	NadD block
COc1ccc(C2CC(c3ccc(Cl)cc3Cl)n3nc(N)nc3N2)cc1 (centres undefined)	10	-4	-0.3	i	0.2	6	0.3	-1	1	10
CCCCNC(=O)C1(C)CCCCN1C(=O)c1ccc2c(c1)CCO2 (centres undefined)	.	0	-0.2	i	-1.1	2	-1.2	4	-4	-2
CCOC(=O)N1CCN(C(=O)c2[nH]c(C(F)(F)F)nc2-c2ccccc2)CC1	.	-1	0.3	i	-0.9	6	-1.0	1	-2	-1
CC(C)c1ccc(C(=O)NNC(=O)c2ccncc2)cc1	4	1	0.0	i	-2.1	2	0.9	-1	-2	-3
CCOC(=O)C1=C(c2ccccc2)O/C(=C(/C(=O)OC)C(F)(F)F)S1	-8	-1	-0.4	i	0.0	4	0.8	2	7	10
COc1ccc(C(CNC(=O)CNC(=O)c2cccc(C)c2)N2CCCCC2)cc1 (centres undefined)	-4	0	-0.1	i	-1.4	-2	0.4	1	-1	-3
O=C(Cc1ccccc1)CC(CC(=O)c1ccccc1)c1ccccc1 (centres undefined)	.	13	-0.4	i	1.0	1	1.9	3	0	-9
CCCC(=O)Nc1ccc2c(c1)nc1n2CCSC1	-6	8	0.3	i	0.4	1	-0.3	3	6	9
Cc1c(C(=O)N2CCOCC2)cc(C(C)(C)C)n1-c1ccccc1	-3	3	0.2	i	-1.3	-2	-0.8	-3	2	1
CCOC(=O)N1CCC(N(CCN(C)C)C(=S)Nc2cccc(OC)c2)CC1	-7	1	-0.2	i	-4.2	0	-1.3	-3	-2	-5
COc1ccc(CCN2C(=O)c3ccccc3C2c2nnnn2Cc2ccccc2)cc1OC (centres undefined)	.	.	-0.8	.	1.4	1	0.2	.	-1	-4
CC1CCN(C(=O)C2CCCN(S(C)(=O)=O)C2)CC1 (centres undefined)	-8	0	-0.3	i	-0.4	10	-1.3	0	-1	2
CCOC(=O)C(CCSC)NC(=O)CN (centres undefined)	-4	0	0.2	i	-3.0	-1	-0.5	-2	-2	9
O=C(OCC(=O)N1CCCc2ccccc21)c1cncc(Br)c1	-6	0	-0.3	i	0.7	-3	2.1	2	1	-2
CCC/C(O)=C1\C(=O)CCCC1=NCCc1c(C)[nH]c2ccccc12	-3	0	-0.6	i	3.4	-2	-0.4	-2	-1	-4
O=C(O)c1cc(-n2cccc2)ccc1N1CCOCC1	3	4	0.1	i	-1.9	6	0.5	2	5	-3
O=C(Nc1cccc2ccccc12)OCc1cncs1	4	0	-0.5	i	-0.1	-6	0.6	2	3	1
CCN1CCCCC(=N/O)/C(=N/O)CCCC1	-11	-1	-0.1	i	-0.6	12	0.1	1	0	-5
O=C(Cn1cnc2ccccc21)N/N=C/c1ccccc1[N+](=O)[O-]	-7	-2	0.5	i	-1.2	-21	1.5	-1	5	3
COc1cc(/C=C2\CCc3ccccc3C2=O)cc(OC)c1OC	-10	-4	-0.2	i	0.0	-1	1.5	6	-6	-4

Four compounds out of the list, arranged by SMILES length, lowest first:
SMILES	Scp1 inh	DNMT1 inh	TbMetRS inhib	Rpn11 inh	LMPTP block	SUMO1-SIM PPI	MsrA inh	STEP block	CSN inh	NadD block
CCOC(=O)C(CCSC)NC(=O)CN (centres undefined)	-4	0	0.2	i	-3.0	-1	-0.5	-2	-2	9
CC1CCN(C(=O)C2CCCN(S(C)(=O)=O)C2)CC1 (centres undefined)	-8	0	-0.3	i	-0.4	10	-1.3	0	-1	2
O=C(Cn1cnc2ccccc21)N/N=C/c1ccccc1[N+](=O)[O-]	-7	-2	0.5	i	-1.2	-21	1.5	-1	5	3
COc1ccc(CCN2C(=O)c3ccccc3C2c2nnnn2Cc2ccccc2)cc1OC (centres undefined)	.	.	-0.8	.	1.4	1	0.2	.	-1	-4

Next part:
SMILES	Scp1 inh	DNMT1 inh	TbMetRS inhib	Rpn11 inh	LMPTP block	SUMO1-SIM PPI	MsrA inh	STEP block	CSN inh	NadD block
CCCCN1CC[C@H]2C=CC[C@@H](C(=O)Nc3ccc(Cl)c(C(F)(F)F)c3)[C@H]2C1=O	6	-2	-0.4	i	-5.8	0	0.1	0	0	3
CCOC(=O)NC(=O)/C(C#N)=C\Nc1sccc1C(=O)OC	-4	-5	-0.2	i	-2.0	-2	2.0	2	-18	4
C/C(CCc1ccco1)=N/NC(=O)CCC(=O)Nc1ccc(Br)cc1	-10	-28	0.2	i	-0.9	1	0.9	0	0	15
O=C(O)CCC(=O)NNC(=O)COc1ccc2ccccc2c1Br	3	4	-0.9	i	-0.9	2	2.0	4	-5	1
Cc1ncsc1CCOC(=O)c1ccc(N2CCOCC2)c([N+](=O)[O-])c1	-3	-2	-0.6	i	0.5	-9	1.2	1	-1	-4
CC(C)C(NC(=O)CN1C(=O)c2cccc3cccc1c23)C(C)C	-2	2	-0.7	i	-1.8	-11	0.5	-7	3	-4
CC1CC(C)CN(CC(C)(C)NS(=O)(=O)c2ccc(Cl)cc2)C1 (centres undefined)	-3	2	-0.7	i	-0.6	-8	-1.3	2	0	-8
C=CCc1c(C)nc(N)[nH]c1=O	-8	-1	-0.3	i	-0.5	2	-0.2	1	-6	7
Cc1cc(C(=O)Nc2sc3c(c2C#N)CCCCC3)cs1	-11	2	-0.9	i	5.9	9	.	2	8	0
Cc1ccc(COC(=O)c2nn(-c3ccccc3)nc2N)cc1	-8	2	0.7	i	3.3	1	0.7	-1	0	-5
COc1ccc(CNC(=O)C2CCN(C(=O)c3ccccc3)CC2)cc1	-5	1	-0.3	i	-0.8	7	-0.2	0	2	1
CCCCOc1ccc(N(CC(=O)NCc2ccccc2)C(=O)c2csnn2)cc1	-2	-1	0.0	i	1.1	-2	-0.4	3	-2	4
O=C(N/C=C/c1ccc(Cl)cc1)NCc1ccc(Cl)cc1	-16	-4	-0.7	i	0.6	2	0.1	5	4	2
Cc1cc(C)cc(Oc2cc(NC(=O)c3cn(C)nc3C)cc([N+](=O)[O-])c2)c1	-4	7	-0.8	i	3.4	1	-0.8	0	-3	-13
O=[N+]([O-])c1ccc(NS(=O)(=O)c2cccc3cccnc23)cc1	8	-1	0.3	i	1.0	-16	1.0	0	-1	2
CN(C)CCN=Cc1c(O)n(Cc2ccccc2)c(=O)c2ccccc12	-7	-4	-0.1	i	-5.6	-7	0.7	1	-3	-9
COc1ccc(C2N(c3cccc(Cl)c3)C(=O)C3CCCN32)cc1 (centres undefined)	0	-1	-0.4	i	0.8	6	0.0	0	-1	-1
CCCCSc1nc2sc3c(c2c(=O)[nH]1)CCC3	-7	13	-0.3	i	-0.6	0	-1.1	4	4	-4
COc1cccc(CNC(=O)C(=O)N2CCC3(CC2)OCCN3S(=O)(=O)c2ccc(C)cc2)c1	-3	0	-0.1	i	-1.0	2	0.0	2	2	2
Cc1ccc(C2=NS(=O)(=O)N(C)C(C(=O)NCc3ccccn3)=C2)cc1	-14	2	0.1	i	-0.3	-20	5.2*	-3	1	-3
Cn1c(C(=O)OC(C(=O)NCc2ccco2)c2ccncc2)cc2sccc21 (centres undefined)	-1	-8	-0.4	i	0.3	2	-1.0	2	5	5
CCCn1c(=N)c(C(=O)NC2CCCC2)cc2c(=O)n3cccc(C)c3nc21	-2	9	-0.9	i	1.7	-9	0.3	-2	3	-6
N#C/C(=C\c1ccccc1C(=O)O)c1nc2ccccc2[nH]1	-12	-2	-0.9	i	0.7	-10	2.3	-2	0	1
Cc1cc(C)cc(NS(=O)(=O)c2ccc3[nH]c(=O)ccc3c2)c1	-4	0	-0.1	i	-0.5	-1	0.9	1	-6	-2
CC(C)OC(=O)/C(C#N)=C\c1cccnc1	-3	4	-0.3	i	-1.9	-2	0.6	-1	3	-4
CCCCC1Cc2[nH]c(=S)[nH]c(=O)c2C(c2cccc3ccccc23)O1 (centres undefined)	.	.	-0.3	.	0.4	7	-0.3	.	2	6
Cc1c(/C=N/NC(=O)c2ccc(O)cc2)c2ccccn2c1C(=O)c1ccc(F)cc1	-6	-4	-0.3	i	1.0	5	1.4	-1	-5	21
O=C(Cn1nc(-c2cccc(Cl)c2)ccc1=O)Nc1ccc(C(=O)NC2CC2)cc1	-5	-5	0.2	i	-1.4	0	-0.8	-1	6	-4
COc1cccc(/C=C/C(=O)OCC(=O)Nc2ccc(Cl)c(S(=O)(=O)N(C)C)c2)c1	-12	-9	0.2	i	2.5	2	1.3	1	-2	-7
O=C(COC(=O)c1ccccc1Oc1ccccc1)NCc1ccco1	70*	55*	-1.3	i	-0.3	2	-1.1	-2	6	7
Cc1ccc(NC(=O)COC(=O)CSCC(=O)Nc2cc(C)on2)c(C)c1	-6	1	-0.3	i	-1.2	2	-0.5	3	0	1
O=C(O)CCC(=O)Nc1nc2ccccc2s1	3	5	-1.4	i	-0.9	2	-0.5	1	2	0
COCc1nc2ccccc2n1Cc1ccccc1	-2	0	-0.3	i	1.4	-1	1.2	-2	1	-2
Cc1cc(C)cc(NC(=O)Nc2ccc(NC(=O)c3ccccc3O)cc2)c1	-16	15	-0.1	i	1.5	3	0.6	-1	2	1
NNc1nc(-c2ccccc2)c2ccccc2n1	-9	-1	-0.2	i	1.5	-4	0.8	-1	-4	0
Cc1c(C(=O)Oc2ccc(F)cc2)sc2ncn(Cc3cccc(F)c3)c(=O)c12	-10	0	0.0	i	3.4	1	1.6	3	-2	-6
Cc1ccccc1C=Nc1ccccc1C(N)=O	-7	6	-0.7	i	-1.1	1	-1.3	0	-5	-2
CCc1ccccc1NC(=O)CN(c1ccc(OC)cc1OC)S(=O)(=O)c1ccccc1	-12	4	0.0	i	1.6	0	-0.3	-2	4	-3
CCOC(=O)CNC(=S)N(Cc1cccs1)C1CCCCC1	-6	1	-0.7	i	-0.7	0	-0.3	-5	4	-7
OCCN(/C=N/c1nc(-c2ccc(Br)cc2)cs1)CCO	-1	-2	-0.2	i	0.1	-13	0.6	2	0	2
O=C1CC(SC(=Nc2ccccc2)Nc2ccccc2)C(=O)N1c1ccc(Cl)c(Cl)c1 (centres undefined)	-8	-22	-0.2	i	6.6	8	1.6	-2	0	6
O=C(c1cccc([N+](=O)[O-])c1)N1CCN(S(=O)(=O)/C=C/c2ccccc2)CC1	-5	-3	0.0	i	0.7	-18	-0.6	-4	1	-3

High-throughput results: PubChem BioAssay, several laboratories
